Pin1 inhibitor = qHTS Assay to Find Inhibitors of Pin1; Peptidyl-prolyl cis-trans isomerase NIMA-interacting 1 (Homo sapiens), Q13526; Pin1 FP peptide displacement, HiFluor488, 10 min; Potency, µM (highest dose often 115 µM), for inactives: top-dose activity, negative = inhibition, hits mostly inhibitors; 390,000 compounds, 0.009% hits; AID 504891, 2011; active = well fitted inhibition curve with a large enough effect in the polarisation, with a control signal flat, not every such curve was filed as active; inconclusive = small, poorly fitted or top-dose-only effect, or effect the other way, or a change in a side signal; inactive = no such curve, though single readings can be large or run the other way; the % refers to the polarisation; also: % is scaled to controls: 0 for no effect and ±100 for the full control effect
Target sequence (Q13526 whole entry, looked up): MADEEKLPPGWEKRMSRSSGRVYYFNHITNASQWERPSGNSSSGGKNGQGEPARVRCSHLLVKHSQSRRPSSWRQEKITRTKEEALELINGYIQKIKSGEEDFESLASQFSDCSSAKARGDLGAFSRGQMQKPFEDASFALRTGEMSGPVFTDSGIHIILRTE
ERG-DNA inh = qHTS for Small Molecule Inhibitors of the ERG Ets/DNA interaction. fluorescence polarization, His-ERG Ets domain / labelled DNA. Potency, µM (titrated, usually from 76.9 µM), for inactives: top-dose FP activity, negative = inhibition, hits mostly inhibitors. AID 624246, 2012. 370,000 compounds, 0.028% hits; active = well fitted inhibition curve with a large enough effect in the polarisation, with a control signal flat; inconclusive = small, poorly fitted or top-dose-only effect, or effect the other way, or a change in a side signal; inactive = no such curve, though single readings can be large or run the other way; the % refers to the polarisation;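 also: polarization taken with two DNA probes labelled with fluorescein and Texas red; % of control where 0% means no effect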
Target sequence (P11308 whole entry, looked up, the tested form may be a part): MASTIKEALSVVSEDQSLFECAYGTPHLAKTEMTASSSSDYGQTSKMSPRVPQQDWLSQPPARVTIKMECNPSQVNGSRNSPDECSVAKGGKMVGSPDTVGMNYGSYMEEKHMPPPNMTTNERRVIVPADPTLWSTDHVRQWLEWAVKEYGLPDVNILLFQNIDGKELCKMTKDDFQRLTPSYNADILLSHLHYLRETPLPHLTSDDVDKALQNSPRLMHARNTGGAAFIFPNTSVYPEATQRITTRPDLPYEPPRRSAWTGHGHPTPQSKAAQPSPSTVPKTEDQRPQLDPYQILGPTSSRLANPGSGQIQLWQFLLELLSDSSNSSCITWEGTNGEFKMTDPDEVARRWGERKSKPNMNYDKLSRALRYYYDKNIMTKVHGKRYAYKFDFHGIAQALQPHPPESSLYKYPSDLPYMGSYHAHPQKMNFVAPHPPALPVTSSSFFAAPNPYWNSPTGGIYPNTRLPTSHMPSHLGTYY
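His-tagged ERG Ets domain (1 uM in the protein solution; 300mM KCl, 50mM Tris-HCl, 1mM EDTA, 1mM DTT, pH 7.5) received compound, then a probe mix of 5 nM fluorescein-DNA and 100nM Texas-615-DNA. Fluorescence polarization was read for both dyes.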
RGS4 inhibitor = Inhibitors of Regulator of G Protein Signaling (RGS) 4: qHTS. Regulator of G-protein signaling 4 (Homo sapiens), P49798. Transcreener GDP fluorescence polarization, RGS4-accelerated GTP hydrolysis. Potency, µM (doses to about 114 µM), without a hit: at the highest dose activity change, negative = inhibition, most hits filed as inhibitors. 390,000 compounds, 0.039% hits; also: % is scaled to controls: 0 for no effect and ±100 for the full control effect; nearly all actives have a fitted effect of over 75% in size; some results filed as inactive show a strong effect at the top dose
Target sequence (P49798 whole entry, looked up): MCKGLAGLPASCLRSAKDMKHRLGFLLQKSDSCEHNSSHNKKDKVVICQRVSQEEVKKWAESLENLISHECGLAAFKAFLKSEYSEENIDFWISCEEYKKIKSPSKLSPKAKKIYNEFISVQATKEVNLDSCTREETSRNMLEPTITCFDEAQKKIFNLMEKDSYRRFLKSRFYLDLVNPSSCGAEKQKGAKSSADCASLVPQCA
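MLSMR compounds (23 nl, pin-transferred) preincubated 10 min at room temperature with a 500nM (2x) first reagent, then RGS4 at 900nM (2x) plus Transcreener GDP mix added; fluorescence polarization (620/688 nm) read before and after 90 min at 30 °C.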
12-LOX inh = Primary qHTS assay for inhibitors of human arachidonate 12S-lipoxygenase (ALOX12): Round 2; Polyunsaturated fatty acid lipoxygenase ALOX12 (Homo sapiens), P18054; Potency, µM (top dose mostly 108 µM), inactives show at the top dose activity change, negative = inhibition, most hits filed as inhibitors; 580,000 compounds, 1.1% hits; purified 12hLO, xylenol orange hydroperoxide absorbance; AID 1671190, 2021; also: % is scaled to controls: 0 for no effect and ±100 for the full control effect
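Purified human 12hLO at 150 nM in 25 mM Hepes, 0.01% Triton X-100, pH 7.0, preincubated 15 min at room temperature with compound. Reaction started with 40 uM arachidonic acid, 30 min at room temperature. Hydroperoxide measured by Fe-xylenol orange, 573/405 nm absorbance ratio.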
GLS inh = qHTS for Inhibitors of Glutaminase (GLS); Potency, µM (top dose mostly 45.5 µM), inactives show at the top dose activity change, negative = inhibition, hits mostly inhibitors; AID 624170, 2012; GLS enzymatic activity, qHTS titration; 410,000 compounds, 0.21% hits; also: % is scaled to controls: 0 for no effect and ±100 for the full control effect
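Coupled fluorescence readout: glutamate oxidase/HRP/Amplex Red detect glutamate formed by hKGA from L-glutamine (1 mM solution added). Buffer 45 mM KH2PO4 pH 8.2, 0.02% Tween-20; reads at t0 and 30 min RT.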
JMJD2A Tudor = qHTS Assay for Inhibitors of JMJD2A-Tudor Domain | Lysine-specific demethylase 4A (Homo sapiens), O75164 | AlphaScreen JMJD2A-Tudor / H3K4me3 peptide binding | Potency, µM (series often up to 114 µM), for inactives: at the top dose activity change, negative = inhibition, actives largely listed as inhibitors | 390,000 compounds, 4.4% hits | AID 504339, 2011; also: % is scaled to controls: 0 for no effect and ±100 for the full control effect; nearly all actives have a fitted effect of over 50% in size
TrxR1 inh = qHTS Assay for Inhibitors of Mammalian Selenoprotein Thioredoxin Reductase 1 (TrxR1): qHTS; Thioredoxin reductase 1, cytoplasmic (Rattus norvegicus), O89049; recombinant rTrxR1, NADPH fluorescence consumption, selenite substrate; Potency, µM (series often up to 114 µM), for the others: at the highest dose activity change, negative = inhibition, most hits filed as inhibitors; 390,000 compounds, 1% hits; AID 588453, 2011; also: % is scaled to controls: 0 for no effect and ±100 for the full control effect; nearly all actives have a fitted effect of over 65% in size
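Rat TrxR1 (90 nM in the dispensed reagent) was pre-reduced with 400 uM NADPH for 5 min at room temperature, then incubated with compound for 15 min. After 400 uM selenite was added, NADPH fluorescence (Ex 340/Em 450 nm) was followed for 8 min.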
HP1b chromo inh = HTS for Inhibitors of HP1-beta Chromodomain Interactions with Methylated Histone Tails | AlphaScreen HP1-beta / biotin-H3K9me3 peptide binding | Potency, µM (titrated, usually from 114 µM), without a hit: top-dose activity change, negative = inhibition, most hits filed as inhibitors | 390,000 compounds, 0.56% hits; also: nearly all actives have a fitted effect of over 70% in size; inactives centre near 23
Target sequence (P83916 whole entry, looked up): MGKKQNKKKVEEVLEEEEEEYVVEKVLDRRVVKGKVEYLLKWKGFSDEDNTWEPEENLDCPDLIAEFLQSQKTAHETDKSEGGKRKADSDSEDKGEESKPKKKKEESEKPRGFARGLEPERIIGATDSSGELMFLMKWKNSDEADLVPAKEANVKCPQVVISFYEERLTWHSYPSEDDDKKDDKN
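HP1-beta protein (50 nM final) preincubated 30 min at room temperature with biotinylated H3(1-18)K9me3 peptide (50 nM) in PBS pH 7.4, 0.01% Tween-20, then compound added for 30 min. AlphaScreen streptavidin donor/nickel chelate acceptor beads (10 ug/mL final), 30 min dark, luminescence read.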
PGK inhibitor = qHTS Assay to Find Inhibitors of Phosphoglycerate Kinase. Phosphoglycerate kinase, glycosomal (Trypanosoma brucei brucei), P07378. PGK/GAPDH coupled, Kinase-Glo luminescence, 60 min. Potency, µM (doses to about 57.5 µM), for inactives: at the highest dose activity change, negative = inhibition, hits mostly inhibitors. 380,000 compounds, 0.043% hits; also: % is scaled to controls: 0 for no effect and ±100 for the full control effect; nearly all actives have a fitted effect of over 60% in size
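Luminescent ATP detection (Kinase-Glo Plus) follows a 60-minute room-temperature incubation, with wells lacking PGK as controls. Buffer: 100 mM TEA (pH 7.6), 5 mM MgCl2, 0.01% Tween-20. Coupling enzyme GAPDH (100 nM final) supplies unstable 1,3-BPG in-well.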
Numbers without * were called inactive; i = inactive; ? = inconclusive; · = no result given; & = joins results of further samples; [ ] = dose if it differs, or a comment. Unless noted, calls follow the shape of the dose curve; as a rule, active = well fitted curve in the direction sought with a large enough effect; inconclusive = small, poorly fitted or top-dose-only effect, or another doubt; inactive = no such curve, though single readings can be large; an effect the other way counts as inactive or inconclusive. Potency is read from the fitted curve at half-maximal effect.

molecule	HP1b chromo inh	TrxR1 inh	12-LOX inh	JMJD2A Tudor	GLS inh	ERG-DNA inh	Pin1 inhibitor	RGS4 inhibitor	PGK inhibitor
COc1ccc(C2CC(=O)c3c([nH]c(C(=O)OC4CCC(C)CC4)c3C)C2)cc1OC (stereo unspecified)	43%[activator]	11%	-1%	1%	6%	3%	3%	-7%	i
Cc1cccc(NC(=O)c2cc(S(=O)(=O)N3CCc4ccccc43)cn2C)c1C	28%	17%[57.1 µM]	21%	-14%	-3%	8%	-7%	-6%	-5%
CN(C)CCNC(=O)CN1C(=O)CCn2nc(-c3cn(C)c4ccccc34)cc21	17%[57 µM]	-6%[57.1 µM]	-7%	-26%	4%	2%	?	-8%	-2%
COC(=O)[C@]1(Cc2ccccc2)N[C@H](CN(C)C(=O)c2ccccc2)[C@@H]2C(=O)N(C)C(=O)[C@@H]21	38%[activator]	21%	?	-3%	2%	-4%	4%	5%	-3%
COCCn1c(C)cc(/C=N/NC(=O)c2cccnc2)c1C	-10%	8%[57.1 µM]	13%	-30%	2%	-2%	2%	3%	-2%
COCCCC1CCN(Cc2nc(-c3ccccc3)no2)CC1	44%[activator]	12%[57.1 µM]	-15%	14%	-15%	11%	-4%	-39%	i
CC1(C)CC(N2CCCC2)=CC(=[N+]2CCCC2)C1	-1%	-17%	40µM*	-15%	8%	-4%	3%	-6%[11.4 µM]	4%
Cc1nn(C)c2c1c(C(F)(F)F)cc(=O)n2C(C)C(=O)NCc1ccccc1 (stereo unspecified)	51%[activator]	18%[57.1 µM]	-6%	-22%	4%	-3%	-2%	-8%	-4%
COc1ccc(C(=O)Nc2ccc3[nH]ncc3c2)cc1	31%	29%[2.29 µM]	0%	-12%	1%	-8%	-6%	11%	-4%
Cc1cc(C)nc(SCC(=O)Nc2ccc(S(=O)(=O)Nc3onc(C)c3C)cc2)n1	44%[activator]	11%	-8%	-5%	-3%	0%	5%	14%	4%
COc1cccc(CC(=O)OCC(=O)NNC(=O)c2ccc(Br)cc2)c1	54%[activator]	23%	1%	-8%	24%	-15%	-9%	-2%	-2%
COc1cc2nc(NC(=O)c3ccc(S(=O)(=O)N4CCc5ccccc54)cc3)sc2cc1OC	5%[57 µM]	31%[57.1 µM]	?	-31%	-12%	5%	16%	-8%	-4%
Cc1oc2c(c(C)cc3oc(=O)c(CC(=O)NCc4ccccc4)c(C)c32)c1C	0%	12%	-8%	-17%	-11%	-9%	-3%	34%	i
C#CC(C)(CC)NC(=O)c1cnn2c(C(F)F)cc(-c3ccccc3OC)nc12 (stereo unspecified)	43%[activator]	5%[57.1 µM]	-13%	-5%	-9%	0%	8%	9%	-1%
Cc1ccc(CNC(=O)CCc2c(C)[nH]c(=O)c(C#N)c2C)cc1	14%	0%	-23%	-7%	1%	-10%	-4%	-16%	-1%
CC1CCCCN1C(=O)Cn1c(=O)oc2ccccc21 (stereo unspecified)	39%[activator]	0%	-18%	-9%	2%	7%	?	-6%	-8%
Cc1ccc(CNC(=O)c2ccc(CN3CCOCC3)cc2)cc1	7%	10%	?	-15%[57.1 µM]	0%	3%	-4%	-15%[56.9 µM]	1%
Cc1cccc(C2N3CC4(C(C)C)CN2CC(C(C)C)(C3)C4=O)c1 (stereo unspecified)	47%[activator]	12%[57.1 µM]	-13%	1%	-3%	-4%	3%	-7%	-12%
Cc1ccc2nc(-c3ccccc3NC(=O)CCC(=O)O)c(=O)[nH]c2c1	13%	8%[57.1 µM]	?	-18%	6%	-1%	1%	14%	1%
CCCNC(=O)COC(=O)/C=C/c1ccc(C)o1	23%	-45%	-1%	-15%	10%	-14%	-8%	0%	-1%
COc1ccc(OC)c(NC(=O)c2ccc3c(=O)n(CCc4ccccc4)c(=S)[nH]c3c2)c1	24%	-7%	-11%	-16%	3%	0%	1%	11%	i
NS(=O)(=O)c1cc(C(=O)NCCc2ccccn2)ccc1Cl	22%	21%	-3%	-9%	2%	-1%	-4%	29%	-9%
CCNC(=S)N/N=C/c1cn(Cc2ccccc2F)c2ccccc12	?	4%[57.1 µM]	40µM*	?	23%	-1%	7%	-7%	-4%
CCOC(=O)c1cc2nc(OCC)nc(OCC)c2[nH]1	21%[57 µM]	7%[2.29 µM]	2%	-12%	-3%	4%	0%	-1%	5%
O=C(NCCOc1ccc2ccccc2c1)c1cncc(Br)c1	54%[activator]	21%	6%	1%[11.4 µM]	-7%	13%	2%	9%[11.4 µM]	-10%
Cc1ccc(S(=O)(=O)N/N=C/c2ccc(O)c(O)c2)cc1[N+](=O)[O-]	-18%	11µM*	50µM*	?	-5%	-1%	1%	-21%	8%
O=C(CSc1nnc(CNc2ccc(F)cc2)o1)N1c2ccccc2Sc2ccccc21	14%	2%	-20%	-28%	1%	-3%	0%	-10%	-5%
Nc1nc(SCC(=O)Nc2ccccc2Sc2ccc(Cl)cc2)n[nH]1	22%	8%	-23%	-27%	20%	1%	0%	-16%	-8%
Cn1c(C(=O)NCCN2CCc3ccccc3C2)cc2c(=O)[nH]c3ccccc3c21	6%	-14%[57.1 µM]	0%	?	5%	3%	0%	-8%	5%
CCOc1ccc(NC(=O)Cn2cc(S(=O)(=O)NC)c(S(=O)(=O)NC)c2)cc1	0%	30%	-1%	-17%	-9%	12%	-2%	0%	-9%
Cc1cccc(NC(=O)c2ccc(OC3CSC3)cc2)c1	25%	14%	2%	-4%	4%	·	-4%	-2%	-21%
S=C(NCc1ccccc1)N1CCN(Cc2ccc3c(c2)OCO3)CC1	8%	14%[57.1 µM]	0%	-18%	-1%	-6%	-2%	10%	4%
O=C1c2ccccc2C(Nc2ccc(S(=O)(=O)N3CCOCC3)cc2)N1Cc1ccco1 (stereo unspecified)	10%	7%[57.1 µM]	8%	-29%	0%	-14%	0%	1%	-5%
COc1ccc(CN(CC(=O)NCc2ccc(F)cc2)C(=O)CCC(=O)Nc2cc(C)ccn2)cc1	-6%	23%	-15%	-11%	0%	-3%	-10%	15%	-13%
O=C1CCCC(O)=C1C=Nc1ccc2c(c1)oc1ccccc12	15%	-6%	159%[activator]	-13%	5%	8%	-7%	-6%	-1%
Cc1cccc2cc3ccccc3nc12	127%[activator]	36%&41%	0%	46%[activator]	-6%	-9%[15.4 µM]	-6%	-9%	-1%
Cc1ccccc1-c1nc(SCC(=O)NCC2CCCO2)c2c(=O)n(C)c(=O)n(C)c2n1 (stereo unspecified)	16%[57 µM]	30%[57.1 µM]	?	-11%	-3%	1%	1%	27%	·
COCCCNCCOCCOc1ccc(Cl)cc1Br	?	-1%	-16%	1.8µM*	-9%	-23%	10%	17%	-2%
CCOC(=O)CN(C(=O)CSc1nnc(-c2cccc(OC)c2)o1)c1ccc(F)cc1	58%[activator]	20%[57.1 µM]	-28%	-2%[57.1 µM]	16%	2%	?	13%	-3%
S=C(Nc1cccc(Cl)c1Cl)N1CCCC1	22%	8%	?	-12%	9%	-6%	-13%	-2%	i
CCOC(=O)Cn1c(S(=O)(=O)Cc2ccc(F)cc2)nc(-c2ccccc2)c1-c1ccccc1	3%	24%[57.1 µM]	0%	-15%	7%	0%	3%	0%	-1%
COc1ccccc1C(=O)N/C(=N/c1nc(C)cc(C)n1)Nc1ccccc1	31%	19%	184%[activator]	-6%	-2%	4%	-1%	-2%	i
CN(C)CCCNC(=O)c1cc(Br)ccc1O	19%	-2%[57.1 µM]	172%[activator]	4%	16%	-1%	6%	-12%	5%
COc1ccc(-n2nnc3c(=O)n(CC(=O)Nc4ccc5c(c4)OCCO5)cnc32)cc1OC	6%	8%	1%	-31%	-12%	2%	12%	?	-2%
COc1cc2c(cc1OC)CN(CC(=O)Nc1ccc(F)cc1F)CC2	43%[activator]	-17%	13%	-8%	-4%	-3%	-5%	-12%[56.9 µM]	-7%
O=C1C=C(c2ccc3c(c2)oc2ccccc23)C[C@@H](c2ccc3c(c2)OCO3)C1	22%	4%[57.1 µM]	-14%	-27%	-3%	-2%	1%	-2%	-5%
COc1ccccc1N1CCN(C(=O)c2cc(=O)c3c(C)cc(C)cc3o2)CC1	14%	14%	0%	-15%	-5%	1%	-10%	-7%	-8%
CCC(C)NC(=O)CSc1nc(-c2ccc(F)cc2)cc(C(F)(F)F)n1 (stereo unspecified)	25%	34%	-8%	0%	4%	11%	-2%	-11%	-11%
Cc1nc2nc(-c3ccc(Cl)cc3)cn2nc1C	42%[activator]	-11%	-24%	6%	-6%	8%	8%	-39%	-5%

Source: PubChem (National Center for Advancing Translational Sciences (NCATS))

Not all compounds are listed; rates above refer to the full screens.
